Assay outcomes (PubChem)
DYRK1A inh = blocks rat Dyrk1A kinase activity. Q63470. ADP-Glo luminescence, NFATc1 peptide. inhibition, % at 12.5 µM. 0.43% of 310,000 active. AID 504441; in the data active = inhibition above about 50%;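 also: plate controls were vehicle with enzyme for no effect and no enzyme for full effect; many of its hits are not listed in these tables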
KCNK9 block = inhibitors of human KCNK9 two-pore domain potassium channel | AID 488922 | B-score at 10 µM | HEK293 KCNK9, FluxOR thallium flux fluorescence; active compounds read low | 1.2% of 310,000 active;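 active = ratio B-score over 3 SD below the library mean, with starting fluorescence within 5 SD of its mean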;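 also: negative B-score means less thallium flux so channel inhibition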
KCNQ1 block = inhibitors of human KCNQ1 potassium channel; P51787; CHO-K1 KCNQ1, FluxOR thallium flux fluorescence; active compounds read high; B-score at 10 µM; 1.3% of 310,000 active; AID 2642;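 active = compounds whose thallium flux B-score, printed positive for inhibition, exceeds three library SD while starting fluorescence stays within three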;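 also: channel opened by potassium depolarization with thallium stimulus after 20 min compound exposure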
Target sequence (P51787 whole entry, looked up): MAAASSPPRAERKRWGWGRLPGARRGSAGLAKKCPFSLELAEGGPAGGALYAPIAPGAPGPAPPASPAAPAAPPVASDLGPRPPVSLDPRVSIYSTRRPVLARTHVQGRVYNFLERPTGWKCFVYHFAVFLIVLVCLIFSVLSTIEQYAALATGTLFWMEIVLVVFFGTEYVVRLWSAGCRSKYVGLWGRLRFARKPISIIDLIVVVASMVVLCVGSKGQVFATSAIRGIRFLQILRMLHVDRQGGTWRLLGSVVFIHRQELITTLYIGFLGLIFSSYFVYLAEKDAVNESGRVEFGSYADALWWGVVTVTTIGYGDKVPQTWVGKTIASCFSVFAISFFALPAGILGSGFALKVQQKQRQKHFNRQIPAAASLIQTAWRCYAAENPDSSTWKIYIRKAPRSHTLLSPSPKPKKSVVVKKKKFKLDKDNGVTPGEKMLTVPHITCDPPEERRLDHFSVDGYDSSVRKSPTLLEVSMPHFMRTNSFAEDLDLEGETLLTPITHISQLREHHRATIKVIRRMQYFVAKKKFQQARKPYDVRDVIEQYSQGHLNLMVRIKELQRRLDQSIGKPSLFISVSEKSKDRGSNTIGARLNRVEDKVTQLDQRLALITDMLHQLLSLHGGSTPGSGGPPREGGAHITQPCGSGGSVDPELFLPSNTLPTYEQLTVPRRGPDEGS
PolyA inh = yeast polyadenylation inhibition. S. cerevisiae SKY197-pL101 polyadenylation reporter, beta-gal luminescence; efflux-impaired pdr1/pdr3 knockout yeast; score 100 = 6 SD above DMSO. calls only at 12 µM. 0.02% of 300,000 active. AID 1875;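 active = lowest replicate activity score at least 50, where 100 means six control SD above control mean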;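 also: yeast exposed to compound for 9 h at 30 °C; higher score means more reporter readthrough which indicates perturbed polyadenylation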
RGS4 pot = potentiators or activators of RGS4. HEK293 M3R/inducible RGS4, carbachol calcium flux Fluo4; active compounds read low. B-score at 10 µM. 0.92% of 310,000 active. AID 463111;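 active = B-score of the integrated calcium signal more than 4 SD below the library mean, with starting fluorescence not abnormally high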;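 also: negative B-score means reduced calcium response which marks RGS4 activation or potentiation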
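Material: Inducible-RGS4 HEK293 cells carrying M3 receptor; also added: carbachol at ECmax as muscarinic agonist stimulus; incubation: compound preincubation 20 min at room temperature before agonist; signal: Fluo4-AM (2 µM) calcium-flux fluorescence, kinetic read; measure: integrated calcium ratio converted to B score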
KCNQ1 act = human KCNQ1 channel potentiation or activation; 0.35% of 310,000 active; CHO-K1 KCNQ1, thallium flux FluxOR fluorescence; active compounds read high; B-score at 10 µM; P51787;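 active = fluorescence ratio B-score, a plate-corrected score, at least three library SD, with initial intensity B-score within 5 SD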
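assay system = CHO-K1 cells stably expressing KCNQ1 | medium = assay buffer, equal DMSO in all wells | timing = 37 °C overnight plating, 90-min dark dye load, 20-min compound pretreatment | measured by = kinetic FluxOR thallium fluorescence, 10-s 1-Hz baseline, 110-s post-stimulus read | measure = fluorescence change relative to baseline, converted to B score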
GSK3A inh = human GSK-3 alpha kinase inhibition. P49840. ADP-Glo luminescence, 60 min. inhibition, % at 10 µM. 0.1% of 320,000 active;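 in the data active = inhibition above about 50%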;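 also: GST-tagged GSK-3 alpha with peptide substrate and 25 µM ATP; 0% = DMSO neutral wells and 100% = GW8510 positive control wells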
KCNK3 inh = human KCNK3 channel inhibition, primary screen; B-score at 10 µM; CHO-KCNK3 thallium flux, FluxOR fluorescence; active compounds read low; 0.84% of 340,000 active; O14649; AID 602410;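 active = B-score under library mean minus 4 SD, starting fluorescence ratio at most library mean plus 5 SD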;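 also: more negative B-score means stronger inhibition of thallium flux through KCNK3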
Target sequence (O14649 whole entry, looked up): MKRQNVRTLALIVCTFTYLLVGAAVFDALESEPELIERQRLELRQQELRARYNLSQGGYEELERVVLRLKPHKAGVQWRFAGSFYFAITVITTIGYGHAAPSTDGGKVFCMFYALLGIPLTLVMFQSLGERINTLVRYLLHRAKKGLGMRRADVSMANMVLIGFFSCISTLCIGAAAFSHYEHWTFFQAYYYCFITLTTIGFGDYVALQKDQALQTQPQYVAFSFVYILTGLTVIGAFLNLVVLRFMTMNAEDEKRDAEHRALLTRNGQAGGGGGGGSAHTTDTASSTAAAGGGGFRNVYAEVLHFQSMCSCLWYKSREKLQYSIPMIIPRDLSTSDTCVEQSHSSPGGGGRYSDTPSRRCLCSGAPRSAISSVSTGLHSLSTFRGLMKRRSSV
hERG protect = shields human hERG channel from block by proarrhythmic agents | CHO-hERG, FluxOR thallium flux, dofetilide IC70 present | activation (rescue from dofetilide block), less the hit threshold, % at 10 µM | 0.51% of 310,000 active;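 active = activation above the mean of controls blocked by dofetilide plus 5 SD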;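 also: thallium influx through hERG after potassium depolarization seen as dye fluorescence rise; in these data hits start at about 4.7%; inactives centre near -7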
GSK3B inh = human GSK3beta kinase inhibition; GST-GSK3beta kinase, ADP-Glo luminescence, 60 min; active compounds read low; activity score (negative = inhibition), % at 10 µM; 0.038% of 300,000 active; AID 2097;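 active = more than half of replicate wells score below -50%, meaning over 50% inhibition versus plate controls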;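 also: 0% = median DMSO wells and -100% = median GW8510 positive control wells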
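Test system: GST-fused GSK3beta enzyme, cell-free | Quantity: 1.6 ng GST-GSK3beta enzyme per well | Reagent: 25 µM ATP with peptide substrate | Schedule: 60 min enzyme reaction, room temperature | Signal: Luminescent ADP-Glo measurement of ADP formed | Read-out basis: Score relative to plate controls | Control set: DMSO and 20 µM GW8510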
RGS4 block = human RGS4 inhibition; HEK293 M3R/RGS4 inducible, Fluo-4 calcium flux; active compounds read high; triggered by carbachol at its EC20; B-score at 10 µM; 0.45% of 310,000 active; AID 463165;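 active = B-score, a plate-corrected calcium signal, over three deviations above library mean, with baseline fluorescence within five deviations of library mean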;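 also: RGS4 expression induced by doxycycline in cells with stable M3 receptor; B-score is computed from the integrated fluorescence ratio over baseline after carbachol; higher B-score means a larger calcium signal and so more RGS4 inhibition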
Starred values were filed as active, the others as inactive; i = inactive; / = not tested or not shown. An excerpt; count on the stated rates, not on these rows.

Order of results: DYRK1A inh, KCNK9 block, KCNQ1 block, PolyA inh, RGS4 pot, KCNQ1 act, GSK3A inh, KCNK3 inh, hERG protect, GSK3B inh, RGS4 block
O=C(Nc1cccc(S(=O)(=O)N2CCOCC2)c1)c1cc2c(s1)CCC2
→ 6.5, i, i, i, i, i, 0.2, i, -9.9, 1.9, i
CCCc1nc2sc3ccccc3c(=O)c2c(=O)n1Cc1ccc(OC)cc1
→ /, i, i, i, i, i, 1.7, i, -6.8, 4.8, i
CC(Oc1ccc(-c2ccccc2)c(F)c1)c1ccn(S(=O)(=O)c2ccc(Cl)cc2)n1 (stereo not drawn)
→ -4.0, i, i, i, i, i, 0.4, i, -8.2, 0.4, i
Cc1ccccc1C(=O)NC(=S)Nc1ccccc1[N+](=O)[O-]
→ 3.5, i, i, i, i, i, -1.4, i, -2.8, 1.5, i
COc1ccc(NC(=O)CSc2nc3ccc(Nc4nc(N5CCOCC5)nc(N5CCOCC5)n4)cc3s2)cc1
→ -3.8, i, i, i, i, i, 0.7, i, -10.0, 1.7, i
Cc1cc(C)c(S(=O)(=O)N(C)CC(=O)NCc2cccnc2)c(C)c1
→ -8.0, i, i, i, i, i, -1.1, i, -6.0, -1.5, i
Cc1cc(C(=O)OCC(=O)Nc2cccnc2Cl)c2ccccc2n1
→ /, i, i, i, i, i, -0.7, i, -3.5, 3.2, i
N#C/C=C/N1CCN(Cc2ccc3c(c2)OCO3)CC1
→ -1.3, i, i, i, i, i, -1.1, i, -8.0, -2.3, i
Cc1ccc(S(=O)(=O)NC(=O)Nc2cc(C)on2)cc1
→ -2.1, i, i, i, i, i, -0.4, i, -7.2, -2.2, i
Cc1ccc(CCNC(=O)C2CC(c3cccc(F)c3)=NO2)cc1 (stereo not drawn)
→ -6.9, i, i, i, i, i, -1.2, i, -10.6, -5.1, i
CC1(C(=O)OCC(=O)NC(=O)NCc2ccccc2)CC1(Cl)Cl (stereo not drawn)
→ 36.6, i, i, i, i, i, -1.3, i, -2.7, -2.6, i
Cc1nc(-c2ccc(C(=O)Nc3cccc(F)c3)cc2)cs1
→ 2.1, i, i, i, i, i, 1.2, i, -6.7, /, i
O=c1ccc2cc3c([nH]c4ccc(Br)cc43)oc-2c1O
→ 70.7*, i, i, i, i, i, 11.8, i, -6.6, 1.8, i
Cc1cccc(C)c1OCC(O)CN1CCN(c2ccccc2)CC1 (stereo not drawn)
→ 1.7, i, i, i, i, i, -3.2, i, -15.6, 0.8, i
CCCC(=O)Nc1nnc(Sc2ccc(N(C)C)cc2)s1
→ 3.4, i, i, i, i, i, /, i, -9.3, 4.2, i
O=C(CSc1nccc(=O)[nH]1)Nc1ccc(Br)c(Cl)c1
→ 13.0, i, i, i, i, i, -2.4, i, -3.6, 4.4, i
O=C1C(=O)N(Cc2cccnc2)C(c2cccc(O)c2)/C1=C(\O)c1ccc2c(c1)OCCO2 (stereo not drawn)
→ /, i, i, i, i, i, -2.3, i, -2.1, 1.4, i
Cc1ccc(S(=O)(=O)N2CCC(C(=O)N3CCC[C@H]3C(=O)NCc3ccco3)CC2)cc1
→ -2.3, i, i, i, i, i, -0.2, i, -4.3, -7.5, i
COc1ccc(S(=O)(=O)N(CCc2ccccc2)CC(=O)NCCCO)cc1
→ 0.4, i, i, i, i, i, -1.0, i, -6.1, -0.5, i
Cc1ccc(C(C(=O)NC(C)(C)C)N(Cc2ccccc2)C(=O)c2snc(C(N)=O)c2N)o1 (stereo not drawn)
→ 4.7, i, i, i, i, i, /, i, -12.3, -0.7, i
NC(=O)/C=C\C(=O)Nc1cccc(C(F)(F)F)c1
→ 34.9, i, i, i, i, i, -3.4, i, -7.0, 3.1, i
Clc1ccc(OCc2nn3c(C4CCCCC4)nnc3s2)cc1
→ 14.0, i, i, i, i, i, -2.0, i, -13.4, -1.0, i
COc1ccc(N2CC(C(=O)Nc3cc(C(F)(F)F)ccc3N3CCCC3)CC2=O)c(OC)c1 (stereo not drawn)
→ 6.8, i, i, i, i, i, -2.0, i, -14.5, -2.5, i
Cc1cccc(C(=O)c2cnc3ccccc3c2-c2ccccc2)c1
→ 1.0, -6.73*, i, i, i, i, -3.7, -11.4*, -18.8, -0.8, i
O=C(OCC(=O)N1CCN(c2ccccc2)CC1)c1cc(Cl)ccc1[N+](=O)[O-]
→ -0.7, i, i, i, i, i, -1.8, i, -9.4, -0.2, i
CCOc1ccc(-c2nc(C#N)c(NCc3ccc4c(c3)OCO4)o2)cc1
→ 1.2, i, i, i, i, i, -0.9, i, -15.8, -3.1, i
COc1ccc(CN2CCNC(=O)C2CC(=O)N2CCCN(C(C)=O)CC2)c(OC)c1 (stereo not drawn)
→ -4.6, i, i, i, i, i, -1.6, i, -8.6, -2.4, i
CC(C)c1cc(C(F)(F)F)n2nc(C(=O)O)cc2n1
→ -1.0, i, i, i, i, i, -3.0, i, -10.3, -2.1, i
Cc1ccc(S(=O)(=O)N2CCCC2CNC(=O)c2ccc3c(c2)OCO3)cc1 (stereo not drawn)
→ -2.0, i, i, i, i, i, -1.2, i, -15.2, 1.4, i
CN(C)C(CNC(=O)c1ccc2c(c1)S(=O)(=O)c1ccccc1C2=O)c1ccco1 (stereo not drawn)
→ 26.2, i, i, i, i, i, 7.1, i, -12.6, -5.0, i
CN(CC(=O)NC1CCCCCC1)S(=O)(=O)c1ccc2c(c1)n(C)c(=O)c(=O)n2C
→ -1.1, i, i, i, i, i, -2.6, i, -13.5, -3.3, i
CC(Sc1sc(=S)sc1SC(C)C(=O)O)C(=O)O (stereo not drawn)
→ /, i, i, i, i, i, -7.2, i, -10.1, 0.5, i
CCN(CC)c1ccc(NC(=O)Cn2ncc3c(C)n(Cc4ccccc4F)c(C)c3c2=O)c(C)c1
→ -0.8, i, i, i, i, i, -1.4, i, -0.5, 3.1, i
CCN(CC)CCCN1C(=O)C(=O)/C(=C(/O)c2ccc(C)cc2)C1c1ccccn1 (stereo not drawn)
→ 2.1, i, i, i, i, i, 0.6, i, 0.4, -3.5, i
C/C(=N\OCC(=O)Nn1c(C)nc2ccccc2c1=O)c1ccccc1
→ -0.1, i, i, i, i, i, -7.5, i, -6.4, -0.6, i
Cc1cccc(NC(=O)CCS(=O)(=O)c2ccc(Cl)cc2)c1
→ -0.3, i, i, i, i, i, -0.8, i, -4.6, -2.0, i
Cc1cc2cc3c(cc2nc1SCc1ccc(C(=O)O)cc1)OCCO3
→ 1.7, i, i, i, i, i, -1.6, i, -6.2, 9.7, i
COc1cc(C(=O)O/N=C(\N)c2ccc([N+](=O)[O-])cc2)cc(OC)c1OC
→ -2.6, i, i, i, i, i, /, i, -10.0, -0.1, i
Cc1ccc(C(=O)Nc2ccc(F)cc2F)o1
→ 20.3, i, i, i, i, i, 1.5, i, -3.4, 0.9, i
Cc1ccc(NC(=O)c2ccc3ncsc3c2)cc1S(=O)(=O)N(C)C
→ /, i, i, i, i, i, -3.8, /, -18.0, -0.7, i
CCc1ccccc1NC(=O)Cn1cccc1C1=NC(c2ccccc2)CO1 (stereo not drawn)
→ 1.4, i, i, i, i, i, -1.8, i, -4.0, -2.4, i
CCCCN(C(=O)CCC(=O)Nc1cc(C)on1)C(C(=O)NC1CCCC1)c1ccccc1OCC (stereo not drawn)
→ -11.0, i, i, i, i, i, 2.2, i, -6.7, 0.4, i
CC(=O)Nc1ccc(NC(=O)C(Sc2ccccc2)c2ccccc2)cc1 (stereo not drawn)
→ 5.7, i, i, i, i, i, -0.8, i, -2.6, -0.1, i
Cc1ccc(-n2nnc(-c3cccnc3)n2)cc1
→ 7.0, i, i, i, i, i, -1.6, i, -5.2, 1.0, i
COc1cc2c(c(O)c1OC)-c1c(cc(OC)c(OC)c1OC)C[C@@H](C)[C@@H](C)C2
→ 1.7, i, i, i, i, i, 0.9, i, -7.9, 1.0, i
CCOc1ccc(NC(=O)CSc2nnc(-c3ccncc3)n2CC2CCCO2)cc1 (stereo not drawn)
→ 7.3, i, i, i, i, i, -1.2, i, -2.8, 0.6, i
CCN(CC)CCN1C(=O)C(O)=C(C(C)=O)C1c1ccc(OC)c(OC)c1 (stereo not drawn)
→ 3.2, i, i, i, i, i, -2.1, i, -7.8, -0.1, i
COc1cccc(N2CCN(S(=O)(=O)c3ccc4c(c3)NC(=O)CS4)CC2)c1
→ 4.3, i, i, i, i, i, -1.5, i, -2.1, -0.4, i
CCC1(C(=O)OC)NC(c2ccccc2OC)C2C(=O)N(C)C(=O)C21 (stereo not drawn)
→ 2.3, i, i, i, i, i, -1.0, i, -13.7, 0.6, i
Nc1nc(NCC2CCCO2)nc(Nc2cccc(F)c2)c1[N+](=O)[O-] (stereo not drawn)
→ 1.7, i, i, i, i, i, -2.5, i, -5.7, -12.4, i

Carrying on:
Order of results: DYRK1A inh, KCNK9 block, KCNQ1 block, PolyA inh, RGS4 pot, KCNQ1 act, GSK3A inh, KCNK3 inh, hERG protect, GSK3B inh, RGS4 block
COc1ccc(CNC(=O)CCSCc2ccc(C)cc2)cc1
→ 2.4, i, i, i, i, i, 0.3, i, -1.0, 1.1, i
CCOC(=O)c1ccc(NC(=O)C(=O)NCc2ccncc2)cc1
→ /, i, i, i, i, i, -2.6, i, -7.8, -3.1, i
Cc1ccc([N+](=O)[O-])cc1NC(=O)Nc1cccc(F)c1
→ 8.2, i, i, i, i, i, /, i, 1.1, 2.0, i
COc1ccc(C2C(C(=O)c3sc(C)nc3C)=C(O)C(=O)N2CCN(C)C)cc1 (stereo not drawn)
→ -2.8, i, i, i, i, i, -1.5, i, -3.2, 1.4, i

DYRK1A inh: hit marks shown above
mol | DYRK1A inh | KCNK9 block | KCNQ1 block | PolyA inh | KCNQ1 act | GSK3A inh | KCNK3 inh | GSK3B inh | RGS4 block
O=c1ccc2cc3c([nH]c4ccc(Br)cc43)oc-2c1O | 70.7* | i | i | i | i | 11.8 | i | 1.8 | i
